M. tuberculosis – growth inhibition of non-replicating M. tuberculosis (AID 488890) | Mycobacterium tuberculosis non-replicating, growth inhibition; higher % means a stronger effect | hit rate 0.39% among 320,000 | one-dose inhibition, % at 25 µM; IC50 in µM for titrated hits; in the data active means a potency from the dose series; inconclusive means inhibition mostly from about 82% at the one dose, without a potency; inactive means the rest, 99 in 100 with inhibition below about 76%;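 further: plate controls were DMSO cells for no effect and high antibiotic wells for full effect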
influenza NS1A – NS1A inhibition, H1N1 influenza, cell based functional assay (AID 504329); NS1A functional cell-based assay, percent inhibition; higher % means a stronger effect; inhibition, % at 12.5 µM; hits with a dose series show IC50 in µM; hit rate 0.3% among 340,000; in the data active means a potency from the dose series; inconclusive means inhibition above about 27% without an active follow-up result; further: strong numbers were not always called active
PhoP GFP inhibition – Inhibition of PhoP regulon, Salmonella typhi GFP reporter cells, confirmation, 4 h (AID 1850); Salmonella Typhi PhoP-promoter GFP reporter, fluorescence, 4 h; higher % means a stronger effect; one-dose inhibition, % at 50 µM; IC50 in µM for titrated hits; hit rate 0.33% among 310,000; in the data active means a potency from the dose series; inconclusive means inhibition mostly from about 25% at the one dose, without a potency; inactive means the rest, 99 in 100 with inhibition below about 19%;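 further: 0% = induced wells with vehicle and 100% = uninduced wells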
M. tuberculosis HTS – M. tuberculosis growth inhibition, HTS (AID 449762); M. tuberculosis H37Rv growth inhibition, 7H9 media; higher % means a stronger effect; hit rate 0.59% among 330,000; one-dose inhibition, % at 25 µM; IC50 in µM for titrated hits; in the data active means a potency from the dose series; inconclusive means inhibition above about 70% without an active follow-up result;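 further: bacterial growth assessed after seven days of incubation; strong numbers were not always called active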
inhibitors of VEEV – inhibitors of VEEV TC-83 cytopathic effect, confirmation, Vero cells (AID 588727); Vero cells, VEEV TC-83 cytopathic effect inhibition; higher % means a stronger effect; hit rate 0.13% among 350,000; inhibition, % at 20 µM, or IC50 in µM where a hit was titrated; in the data active means a potency from the dose series; inconclusive means inhibition mostly from about 14% at the one dose, without a potency; inactive means the rest, 99 in 100 with inhibition below about 12%; further: strong numbers were not always called active
inhibitors of VEEV 10K pilot screen – recorded beside inhibitors of VEEV, whose call it bears; inhibition, %; measured here: 10K pilot screen inhibition
The depositor's hits bear a star; i = inactive; ? = inconclusive; . = no result given.

SMILES	M. tuberculosis	influenza NS1A	PhoP GFP inhibition	M. tuberculosis HTS	inhibitors of VEEV	others
O=C(CCN1C(=O)[C@@H]2Cc3ccccc3CN2C1=O)N[C@@H](Cc1ccccc1)C(=O)O	5%	3%	9%	-8%	1.0%
CC(=O)Nc1ccc(S(=O)(=O)Nc2cc(Cl)ccc2N2CCOCC2)cc1	25%	-10%	.	7%	4.3%
COc1cc([N+](=O)[O-])cc([N+](=O)[O-])c1NC(=O)N1CCOCC1	-7%	-2%	11%	4%	0.6%
OC1CCCC1NCc1ccnc2cc(Cl)ccc12 (stereo not given)	.	-16%	.	.	i
COc1ccc(S(=O)(=O)N2CCCCCC2)cc1NS(=O)(=O)c1cc(C(=O)O)cc(C)c1C	.	-4%	.	11%	3.1%
COC(=O)c1cc2ccsc2n1CC(=O)NCC1CCCO1 (stereo not given)	-4%	-5%	6%	-7%	0.3%
COC(=O)c1c(NC(=O)CSc2ncn[nH]2)sc(C)c1C	-13%	-5%	-3%	-1%	6.3%
Cc1ccc(O)c(C(=O)c2cc(C#N)c(=O)n(-c3c(C)n(C)n(-c4ccccc4)c3=O)c2)c1	2%	-17%	1%	0%	1.2%
Cc1ccc(S(=O)(=O)N2CCN(C(=O)CSc3nccn3C)CC2)cc1	5%	6%	-13%	-2%	i
COc1cc(NC(=O)COc2ccccc2Cl)ccc1NC(=O)c1cccs1	7%	-5%	11%	1%	i
CCCCn1c(CNC(=O)c2cccs2)nc2ccccc21	51%	1%	2%	-1%	1.0%	inhibitors of VEEV 10K pilot screen=0.8
O=C(NN=Cc1ccccc1Cl)c1ccc(-n2cnnn2)cc1	17%	0%	.	-1%	9.7%
Cc1ccc(CN2CCN(CC(=O)N=Nc3c(O)[nH]c4ccccc34)CC2)cc1	9%	-2%	8%	9%	7.3%
COCCNC(=O)c1ccccc1NC(=O)c1ccc(Cl)c(S(=O)(=O)Nc2ccc(C)cc2C)c1	-15%	-9%	-12%	-12%	4.1%
Cc1ccc(CN2CCN(/N=C/c3cc(Br)ccc3F)CC2)cc1	11%	-16%	1%	1%	0.5%
COc1ccc(C(=O)COC(=O)C(C(C)C)N2C(=O)C3C4C=CC(C4)C3C2=O)cc1 (stereo not given)	4%	1%	-1%	-3%	0.9%
CCc1nnc(NC(=O)C2CCCN2C(=O)Nc2ccccc2OC)s1 (stereo not given)	-7%	10%	-11%	.	0.2%
Cc1ccc(S(=O)(=O)n2cc(C=O)c3ccccc32)cc1	19%	8%	0%	1%	1.2%
O=c1[nH]cc(S(=O)(=O)c2ccccc2)[nH]1	-6%	-1%	1%	-1%	0.8%
O=C(COCc1cc(-c2ccc3c(c2)OCO3)on1)N1CCN(c2cccc(C(F)(F)F)c2)CC1	0%	-1%	-9%	8%	1.1%
CCCC(=O)C1=C(N2CCCCC2)CC(C)(C)C(C(=O)OC)C1=O (stereo not given)	-6%	-9%	7%	6%	0.4%
O=C(Nc1ccc(Cl)cc1)[C@@H]1[C@@H]2C(=O)N(c3cccc(F)c3)C(=O)[C@@H]2[C@H]2C=CC=NN21	4%	-4%	5%	-9%	2.3%
O=C(CN1CCNC(=O)C1)NCCc1ccc(Cl)cc1Cl	13%	8%	-6%	0%	i
CC(=O)c1cccc(NC(=O)c2cc3ccccn3n2)c1	12%	31%	-2%	-3%	7.6%
COC(=O)C1=C(c2cccc(C#N)c2)C[C@@H]2CC[C@H]1N2C(=O)NC1CCCCC1	-16%	-2%	.	-10%	1.2%
O=C(NCC(=O)N1CCN(c2ccccc2)CC1)c1cccs1	-19%	-2%	-4%	-9%	i
COc1ccccc1-[n+]1c(C)cc(/C=C2\Sc3ccccc3N2C)cc1C	?	-8%	-117%	?	i
COc1ccccc1N1CCN(C2CCCN(C(=O)Cn3cccn3)C2)CC1 (stereo not given)	-7%	-12%	-6%	-18%	2.0%
Nn1c(-c2ccc(O)cc2)nnc1-c1ccc(O)cc1	4%	-11%	6%	8%	1.5%
COc1ccc(C(=O)NC(CC(C)C)C(=O)O)cc1 (stereo not given)	13%	6%	.	-13%	0.7%
COCCn1c(=NC(=O)CSCC(=O)Nc2cc(C)on2)sc2cc(C(=O)OC)ccc21	-14%	5%	-8%	-1%	2.2%	inhibitors of VEEV 10K pilot screen=2.6
COc1cc(NC(=O)c2ccc(OC)c([N+](=O)[O-])c2)ccc1NC(=O)c1ccco1	-4%	-12%	5%	0%	0.8%
Cc1nc2ccc(NC(=O)c3ccc(Cl)c([N+](=O)[O-])c3)cc2s1	.	0%	1%	4%	i
CCCC(=O)C1=C(O)C(C(=O)OC)C(C)(C)CC1=Nc1ccncc1 (stereo not given)	-14%	0%	-1%	1%	2.0%
COc1ccc(C(=O)N/N=C(\C)CC(=O)Nc2ccccn2)cc1OC	.	1%	8%	11%	0.9%
CC(C(=O)Nc1ccccc1C(=O)N1CCOCC1)N(c1ccccc1)S(C)(=O)=O (stereo not given)	-5%	0%	-1%	2%	0.1%
O=C(NCc1ccc(C(F)(F)F)cc1)C1CC(c2c(Cl)cccc2Cl)=NO1 (stereo not given)	33%	4%	-22%	5%	0.3%
CC1CN(C(=O)c2cc3cc(F)ccc3[nH]2)CC(C)O1 (stereo not given)	29%	-16%	6%	7%	0.4%
COc1ccc(S(=O)(=O)NNC(=O)c2csc(-n3nc(C)cc3C(F)(F)F)n2)cc1	-2%	-6%	-3%	-4%	2.3%
Cc1cccc(N2CCN(C(=O)N3CCOCC3)CC2)c1C	-8%	-5%	0%	-4%	9.2%
CSc1nc2sc3c(c2c(=O)[nH]1)CCc1ccccc1-3	-2%	-7%	-7%	-5%	i
COc1ccccc1C(=O)NNC(=O)c1cccc(Cl)c1	4%	6%	-6%	7%	0.5%
COC(CNc1ccc([N+](=O)[O-])c(NCC(OC)OC)c1C#N)OC	-2%	-19%	2%	3%	i
O=C(CSc1ncccn1)N1CCC(Cc2ccccc2)CC1	?	9%	1%	0%	i
CCCOc1ccc(C(=O)NCC(C)(C)N2CCOCC2)cc1	4%	10%	4%	-6%	1.7%
O=C(NCCc1ccccc1)[C@@H]1CC=C[C@@H]2CCN(Cc3ccc(Cl)c(Cl)c3)C(=O)[C@@H]21	50%	2%	-7%	51µM*	1.0%
Cc1cc(C)c(C)c(OCCN2CCOCC2)c1	-22%	-12%	-1%	-2%	i
Cn1c(N)c(C(=O)COC(=O)c2cc(S(=O)(=O)NCc3ccccc3)ccc2O)c(=O)n(C)c1=O	.	-10%	.	.	1.5%
CCN1C[C@@H]2[C@@H]3C(=O)N(C)C(=O)[C@@H]3[C@](Cc3ccccc3)(C(=O)OC)N2C1=NC1CCCCC1	.	-18%	.	.	0.3%
Cc1ccc(CNC2CCCCC2)s1	-17%	-8%	3%	1%	0.6%
Other records follow.
SMILES	M. tuberculosis	influenza NS1A	PhoP GFP inhibition	M. tuberculosis HTS	inhibitors of VEEV	others
CCCCOc1ccc(-c2ncc([N+](=O)[O-])cn2)cc1	17%	-14%	7%	-6%	2.2%
COCCNc1c(-c2ccc(O)cc2)nc2ccc(Cl)cn12	68%	0%	-2%	3%	5.1%
O=C(O)c1cc(S(=O)(=O)NC(Cc2c[nH]c3ccccc23)C(=O)O)ccc1Cl (stereo not given)	-12%	-3%	-8%	3%	2.2%
COc1ccc(CCNC(=S)Nc2cccc(C)c2)cc1	?	1%	1%	-3%	6.0%
CCOC(=O)N1CCC(N2Cc3cccc(C(=O)Nc4ccc(OC)c(OC)c4)c3C2=O)CC1	34%	27%	8%	3%	10%
COc1ccc2cc(CCC(C)=O)ccc2c1	12%	2%	-13%	0%	1.7%
COc1ccccc1-n1nnnc1SCC(=O)Nc1ccccn1	-14%	-1%	-14%	-14%	1.1%
CC(=O)Nc1ccc(Nc2ccc3nonc3c2[N+](=O)[O-])cc1	1%	0%	-19%	19%	2.0%
COc1cc2c(cc1OC)CN(C(=O)CCCN1C(=O)c3ccccc3C1=O)CC2	-12%	1%	27%	-5%	i
COc1cc(OC)cc(C(=O)NCCSCc2ccc(Cl)cc2)c1	60%	-3%	-2%	-1%	0.9%
CCCC[n+]1ccn(-c2nc3ccccc3nc2[N-]S(=O)(=O)c2ccc(C)cc2)c1	25%	1%	-7%	1%	0.4%
COc1cc2c(cc1NC(=O)C(F)(F)F)-c1ccc(NC(=O)C(F)(F)F)cc1C2	.	-20%	.	.	0.8%
C=CCN1C(c2ccccc2)=CS/C1=C(\C#N)c1nnc2n1CCCCC2	16%	2%	-9%	-5%	0.6%
Cc1ccc(NC(=O)CSc2ccc(-c3ccccn3)nn2)cc1	?	8%	7%	?	0.6%
Cc1ccc([N+](=O)[O-])cc1N=C(c1ccc([N+](=O)[O-])cc1)N1CCOCC1	11%	2%	0%	2%	0.1%
Cc1ccccc1NC(=O)c1cc(N)ccc1N1CCCCC1	8%	1%	-8%	6%	i
CC(C)C(NC(=O)OCc1ccccc1)C(=O)OCC(=O)N1C(C)CCCC1C (stereo not given)	7%	0%	3%	9%	1.3%
COc1cc(CN2CCNC(=O)C2CC(=O)NCCCN2CCOCC2)cc(OC)c1 (stereo not given)	-9%	-13%	-4%	-6%	0.2%
CC(=O)Nc1ccc(-n2c(C)nc(=O)c(-c3ccccc3)c2C)cc1	6%	-2%	-15%	0%	i
COc1ccc(CCNC(=O)C2CC(=O)N(C3CCCC3)C2)cc1OC (stereo not given)	-8%	-3%	-13%	0%	0.2%
CCn1c(CNC(=O)c2cccs2)n[nH]c1=S	-1%	-2%	-2%	-4%	0.6%
CC1CCC(C(C)C)C(OC(=O)COC(=O)c2cccn2C)C1 (stereo not given)	?	0%	2%	13%	i
COc1ccc(NC(=O)COC(=O)Cc2ccccc2[N+](=O)[O-])cc1OC	17%	-9%	7%	15%	4.8%
O=C(NCc1ccccc1)c1ccc(NC(=O)C2CC2)cc1	.	-4%	.	.	0.5%
O=[N+]([O-])c1ccc(Oc2cnc3ccccc3n2)cc1	66%	1%	-2%	0%	2.3%
CCOC(=O)CC(=O)CSc1nc(N)c(C#N)c(-c2ccc(Cl)cc2)c1C#N	62%	30%	0%	11%	1.5%
FC(F)(F)c1cc(-c2ccc(Cl)cc2)nc2ncnn12	2%	7%	9%	-6%	0.9%
COc1cccc(CNS(=O)(=O)c2ccc3c(c2)CC(C)N3C(=O)C2CCC2)c1 (stereo not given)	11%	1%	4%	1%	i
CCOc1ccc(CCNC(=O)CN2C(=O)NC3(CCCC3)C2=O)cc1OCC	16%	-4%	1%	2%	i
CCOC(=O)N1CCN(C(=O)COc2ccc(S(=O)(=O)NC(C)C)cc2)CC1	2%	1%	-1%	-6%	0.4%
Cc1nc(C2CC(=O)OC23CCCCC3)cs1 (stereo not given)	-5%	-11%	-5%	-1%	0.7%
Cc1cccc(C(=O)NCC(=O)N(C)CC(=O)Nc2ccc(N3CCOCC3)cc2)c1	-9%	-8%	-8%	-17%	4.5%
COc1ccc(S(=O)(=O)N2CCC(C(=O)NCCCN3CCOCC3)CC2)cc1	-10%	5%	4%	-2%	0.3%
CCn1c(O)c(C=Nc2ccccc2)sc1=O	-4%	-7%	-3%	-8%	i
CN(c1ccccc1)S(=O)(=O)c1cccc(NC(=O)c2ccc(=O)[nH]c2)c1	13%	0%	.	1%	2.4%

Of the compounds above, these have a nitro group on carbon.
SMILES	M. tuberculosis	influenza NS1A	PhoP GFP inhibition	M. tuberculosis HTS	inhibitors of VEEV	others
COc1cc([N+](=O)[O-])cc([N+](=O)[O-])c1NC(=O)N1CCOCC1	-7%	-2%	11%	4%	0.6%
COc1cc(NC(=O)c2ccc(OC)c([N+](=O)[O-])c2)ccc1NC(=O)c1ccco1	-4%	-12%	5%	0%	0.8%
Cc1nc2ccc(NC(=O)c3ccc(Cl)c([N+](=O)[O-])c3)cc2s1	.	0%	1%	4%	i
COC(CNc1ccc([N+](=O)[O-])c(NCC(OC)OC)c1C#N)OC	-2%	-19%	2%	3%	i
CCCCOc1ccc(-c2ncc([N+](=O)[O-])cn2)cc1	17%	-14%	7%	-6%	2.2%
CC(=O)Nc1ccc(Nc2ccc3nonc3c2[N+](=O)[O-])cc1	1%	0%	-19%	19%	2.0%
Cc1ccc([N+](=O)[O-])cc1N=C(c1ccc([N+](=O)[O-])cc1)N1CCOCC1	11%	2%	0%	2%	0.1%
COc1ccc(NC(=O)COC(=O)Cc2ccccc2[N+](=O)[O-])cc1OC	17%	-9%	7%	15%	4.8%
O=[N+]([O-])c1ccc(Oc2cnc3ccccc3n2)cc1	66%	1%	-2%	0%	2.3%

Screening results as filed in PubChem.
